Screens as filed in PubChem.
LAP4-GFP MLPCN = alters LAP4-GFP fluorescence in TOR pathway yeast screen; GFP response vs DMSO, % at 10 µM; S. cerevisiae LAP4-GFP multiplex, flow cytometry GFP, 3 h; median GFP as percent of DMSO wells; 320,000 compounds, 0.34% hits; AID 2023;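 active = GFP response vs DMSO above a set limit, about the screen mean plus 3 SD, cut at about 150% in these data; inconclusive = under 70 cell events counted for the yeast strain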
MEP2-GFP yeast = alters MEP2-GFP fluorescence in TOR pathway yeast screen | S. cerevisiae MEP2-GFP strain, flow cytometry GFP, 3 h; 100% = DMSO control level | 330,000 compounds, 0.51% hits | GFP response vs DMSO, % at 10 µM;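 active = GFP response versus DMSO above a set limit, roughly screen mean plus 3 SD, cut at about 180% in these data; inconclusive = fewer than 70 cells counted for a yeast strain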;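 also: median GFP fluorescence of the barcode-gated MEP2-GFP cells per well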
AGP1 TOR yeast = yeast TOR pathway AGP1-GFP modulation | S. cerevisiae AGP1-GFP multiplex flow cytometry, 3 h; GFP as percent of DMSO wells | GFP response vs DMSO, % at 10 µM | AID 2066 | 320,000 compounds, 0.02% hits;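 active = GFP response relative to DMSO above a set limit, near screen average plus 3 SD, cut at about 150% in these data; inconclusive = fewer than 70 cells counted for the yeast strain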;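 also: median GFP channel fluorescence of the gated AGP1 strain per well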
CIT2 TOR yeast = yeast TOR pathway CIT2-GFP modulation | S. cerevisiae CIT2-GFP strain, flow cytometry, 3 h; 100 means same as DMSO wells | GFP response vs DMSO, % at 10 µM | 320,000 compounds, 0.065% hits | AID 2029;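 active = GFP response relative to DMSO above a set limit, near the screen mean plus 3 SD, cut at about 150% in these data; inconclusive = Fewer than 70 cells measured for a yeast strain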;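 also: ratio of well median GFP fluorescence to mean of DMSO wells on the plate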
Yeast superoxide = yeast age-related superoxide inhibition as caloric restriction mimetic | S. cerevisiae aged cells, superoxide DHE fluorescence; stronger effect = lower value | superoxide response (% of plate mean), % at 10 µM | 330,000 compounds, 0.18% hits;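 active = superoxide response under a set limit, about three screen SD below normal, cut at about 65% in these data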;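 also: yeast aged for seven days with compound at 30 °C before DHE staining; 100% = average MFI of all compound-treated wells on the plate with controls excluded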
RPL19A-GFP yeast = modulators of TOR pathway RPL19A-GFP in S. cerevisiae; S. cerevisiae RPL19A-GFP strain, flow cytometry, 3 h; stronger effect = lower value; percent response vs DMSO, % at 10 µM; 330,000 compounds, 0.3% hits; AID 2025;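 active = percent response vs DMSO below 50%; inconclusive = fewer than 70 events counted for the yeast strain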;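 also: median channel GFP fluorescence of the barcoded RPL19A-GFP strain; ratio of sample median GFP to plate DMSO average so 100% = DMSO; lower means less RPL19A-GFP as with rapamycin TOR inhibition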
GRK2 aptamer HTS = inhibitors of human GRK2 displacing RNA aptamer | P25098 | bead flow cytometry, FAM-aptamer displacement from GRK2 | inhibition of aptamer binding, % at 10 µM | 330,000 compounds, 0.59% hits | AID 488847;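 active = inhibition of aptamer binding above 40%, roughly 3 SD of noise, on plates passing a quality check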;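 also: median bead fluorescence of bound FAM aptamer so fluorescent compounds give negative values; no value below 0 was filed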
VLA-4 inh = inhibition in a human VLA-4 binding assay; P13612; VLA-4 expressing cells, ligand binding flow cytometry; inhibition, % (about 7 µM as worked out from the volumes in the protocol); 330,000 compounds, 0.2% hits; AID 2557; in the data active = inhibition above about 50%
Target sequence (P13612 whole entry, looked up): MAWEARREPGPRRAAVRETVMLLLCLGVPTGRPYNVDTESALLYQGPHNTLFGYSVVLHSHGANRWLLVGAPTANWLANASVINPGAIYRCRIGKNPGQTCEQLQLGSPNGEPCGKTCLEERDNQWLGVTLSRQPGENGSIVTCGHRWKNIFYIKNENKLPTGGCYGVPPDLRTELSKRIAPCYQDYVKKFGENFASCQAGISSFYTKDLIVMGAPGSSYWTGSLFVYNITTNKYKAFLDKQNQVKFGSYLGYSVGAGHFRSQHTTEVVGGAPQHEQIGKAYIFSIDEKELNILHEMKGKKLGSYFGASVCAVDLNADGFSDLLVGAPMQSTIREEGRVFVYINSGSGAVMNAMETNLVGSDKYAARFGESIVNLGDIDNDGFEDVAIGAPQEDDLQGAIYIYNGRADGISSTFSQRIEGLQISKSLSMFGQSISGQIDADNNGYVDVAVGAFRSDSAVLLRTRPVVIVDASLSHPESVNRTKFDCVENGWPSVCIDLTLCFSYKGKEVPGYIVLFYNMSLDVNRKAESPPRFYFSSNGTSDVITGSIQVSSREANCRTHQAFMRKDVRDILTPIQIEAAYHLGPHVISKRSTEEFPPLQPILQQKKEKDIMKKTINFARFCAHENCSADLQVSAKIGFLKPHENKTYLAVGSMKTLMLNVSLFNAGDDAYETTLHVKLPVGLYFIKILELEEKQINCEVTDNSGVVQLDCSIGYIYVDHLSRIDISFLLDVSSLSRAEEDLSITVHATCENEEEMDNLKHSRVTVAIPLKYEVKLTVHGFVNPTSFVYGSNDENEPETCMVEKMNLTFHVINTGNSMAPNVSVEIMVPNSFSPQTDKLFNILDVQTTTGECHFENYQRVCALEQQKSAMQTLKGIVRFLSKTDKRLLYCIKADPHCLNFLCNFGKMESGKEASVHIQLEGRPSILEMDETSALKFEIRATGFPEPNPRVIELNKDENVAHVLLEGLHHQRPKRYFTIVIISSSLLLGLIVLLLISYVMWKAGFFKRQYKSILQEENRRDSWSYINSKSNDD
Numbers without * were called inactive; ? = inconclusive; nt = no result given.

Values run as follows: LAP4-GFP MLPCN	MEP2-GFP yeast	AGP1 TOR yeast	CIT2 TOR yeast	Yeast superoxide	RPL19A-GFP yeast	GRK2 aptamer HTS	VLA-4 inh
CCC(C(=O)N1CCCC1)n1nc(C)c2c(C)n(-c3ccccc3)nc2c1=O (stereo not drawn)
  89	97	94	104	90	95	3	9
C=CCOc1ccccc1/C=c1\sc2nc(=O)c(C)nn2c1=O
  121	102	100	80	91	nt	1	17
CCc1ccc2nc(N3C(=O)c4oc5ccccc5c(=O)c4C3c3ccc(OC)c(OC)c3)sc2c1 (stereo not drawn)
  91	96	93	95	105	98	0	8
NC1=NC(=O)/C(=C\c2cc([N+](=O)[O-])ccc2Cl)S1
  89	93	90	94	98	94	0	4
O=C(c1cccc2c1-c1ccccc1C2)N1CCCCC1
  110	97	104	91	106	99	0	4
Cc1ccc(C)c(NC(=O)CN(C)C(=O)c2ccccc2OCc2c(C)noc2C)c1
  104	99	99	98	103	99	5	12
CC1=CC=CN2C1=NC(=O)CC2(C)C(=O)N(CC(=O)NC1CCCC1)c1cc(C)cc(C)c1 (stereo not drawn)
  109	98	101	97	93	94	0	-2
CN(C(=O)CSc1nnc(Nc2ccccc2)s1)c1c(N)n(Cc2ccccc2)c(=O)[nH]c1=O
  101	105	108	103	94	105	2	5
CCSc1nnc(-c2ccccc2N)c(=O)[nH]1
  104	107	102	102	138	98	0	0
C=CCOn1c(=O)c(-c2ccc(OCC)cc2)[n+]([O-])c2ccccc21
  95	104	97	104	91	104	4	3
Cc1ccc2[nH]c3c(=O)n(CC(=O)NCCCN4CCN(c5ccc(F)cc5)CC4)ncc3c2c1
  104	106	106	103	86	105	45*	21
CC(C)N(C(C)C)S(=O)(=O)c1ccc(N2CCc3ccccc3C2)nc1
  102	101	105	96	97	103	3	6
CCOCCOC(=O)COc1ccc2c(=O)c(Oc3ccc(OC)cc3)coc2c1
  88	100	92	97	92	101	3	9
CC1CCCCN1C(=O)CCC(=O)Nc1nnc(C2CCCCC2)s1 (stereo not drawn)
  102	97	101	97	98	98	0	-5
Cc1nc(C)c(C(=O)O)c(-c2ccsc2)c1C(=O)O
  114	94	115	117	61*	104	0	0
O=C(/C=C/c1c(Cl)cccc1Cl)N1CCOCC1
  85	99	91	101	92	101	3	2
O=C(Nc1ccc(F)cc1)Nc1ccc2c(c1)CCC2
  104	101	98	95	92	102	0	12
c1cncc(-c2noc(C34CC5CC(CC(C5)C3)C4)n2)c1
  104	107	101	98	110	104	0	0
O=[N+]([O-])c1ccc(N2CCN(Cc3ccncc3)CC2)cc1
  86	99	91	103	108	97	0	0
O=S(=O)(c1cccc(-c2nnc3n2CCCCC3)c1)N1CCOCC1
  91	93	95	85	110	97	1	6
N#C/C(=C\c1ccccc1)C(=O)NC(=O)Oc1ccccc1
  99	102	102	105	105	97	6	2
N#C/C(=C\c1cccnc1)c1nc2c(s1)CCCC2
  97	109	98	100	103	106	4	0
COc1cccc(NC(=O)C(=O)N/N=C(\C)CC(=O)Nc2ccc(NC(C)=O)cc2)c1
  97	110	100	104	93	97	0	-5
Cc1cc(O)cc(C)c1Cl
  103	97	97	93	96	100	0	14
COc1cc(/C=N/NC(=O)c2ccc(CSc3nc4ccccc4[nH]3)cc2)cc(OC)c1OC
  102	105	96	97	93	98	0	18
CC(C)NCCCCOc1cccc(Br)c1
  100	130	95	98	89	99	0	1
Cc1cc(C(=O)c2cnc(/N=C/N(C)C)s2)cc(C)c1O
  99	95	95	95	101	94	0	21
COCCN1C(=O)C(=O)/C(=C(/O)c2ccc(S(=O)(=O)N3CCOCC3)cc2)C1c1ccc(OC)c(OC)c1 (stereo not drawn)
  92	101	101	113	100	105	0	1
COc1ccc(S(=O)(=O)Cc2ccc(C(=O)NCc3ccccn3)o2)cc1
  101	103	102	93	96	97	1	8
COc1ccc(S(=O)(=O)NCC2CCCN(C(=O)CNC(C)=O)C2)cc1 (stereo not drawn)
  104	105	102	92	107	104	2	12
COc1ccc(-c2nnc(N(C)C(=O)c3ccno3)s2)cc1
  105	109	96	102	94	100	2	-2
CCN(c1ccc(NC(=O)CSCc2c(C)noc2C)cc1)C(C)C
  89	96	101	98	102	97	0	-27
Cc1ccc(SCc2nc(-c3ccccc3)no2)cc1
  102	108	95	99	104	96	0	-14
O=C(NCCO)c1nc2ccccc2s1
  97	98	97	99	91	101	0	2
CC(C)COc1ccc(C/C(N)=N/n2cnnc2)cc1
  101	106	106	108	88	105	0	0
Cc1cc(SCC(=O)N/N=C/c2ccc(O)c(O)c2)c(C)cc1Br
  100	95	101	101	89	97	3	-1
O=c1[nH]cc(N2CCCCCC2)c(=O)[nH]1
  111	98	104	94	100	97	5	18
O=C(/C=C/c1ccc2c(c1)OCO2)NCc1cn2cc(Cl)ccc2n1
  ?	?	?	100	100	96	1	6
CCc1ccccc1N1C(=O)CN(Cc2cc(OC)c(OC)c(OC)c2)C1=S
  83	95	84	89	110	95	5	21
CCn1cc2c(c1-c1cccc(C)c1)c(=O)n(C)c(=O)n2C
  111	105	nt	102	101	101	0	-1
COc1ccccc1NC(=O)COc1cccnc1[N+](=O)[O-]
  109	100	97	106	100	98	0	-5
Cc1ccc(CNC(=O)C2CCCN(S(=O)(=O)c3ccc(-n4cnnn4)cc3)C2)cc1 (stereo not drawn)
  97	106	100	116	99	103	1	-5
C=CCNC(=O)C12CC3CC(C1)CC(C(=O)NCC=C)(C3)C2
  110	106	106	93	96	98	0	-10
O=C(COC(=O)c1ccc(S(=O)(=O)N2CCCCC2)cc1)NCc1ccco1
  94	93	96	87	105	94	2	33
CCOc1cc(-c2nccc3cc(OC)c(OC)cc23)cc(OCC)c1OCC
  89	109	96	100	103	104	0	9
COC(=O)c1cc(S(=O)(=O)NCc2ccccc2OC)cn1C
  98	99	103	108	91	101	0	25
COc1ccc(OC)c2[nH]c(=O)c(CCNS(=O)(=O)c3ccccc3)cc12
  93	103	102	99	106	96	0	-3
CC(C(=O)NC1CCCC1)N1CCN(S(=O)(=O)c2ccc(C(C)(C)C)cc2)CC1 (stereo not drawn)
  105	102	105	106	85	101	4	-9
COc1ccc(N2CCN(C(=O)c3ccc4c(c3)[nH]c(=S)n3c5ccccc5nc43)CC2)cc1
  108	102	104	97	106	100	2	-19
COc1cccc(CC(=O)OCC(=O)NC2(C#N)CCCC2)c1
  103	94	96	88	98	93	3	4
CS(=O)(=O)NCCCNc1ccc(C(F)(F)F)cc1[N+](=O)[O-]
  110	102	107	100	106	101	0	-7
CC(=O)Nc1cccc(NC(=O)c2oc3ccccc3c2C)c1
  110	106	102	109	80	102	2	-4
CC1CCN(CCCNC(=O)c2cc3c(=O)n(C)c4ccccc4c3n2C)CC1
  104	107	107	108	94	96	0	-11
COC(=O)C1C2C=CC3(CN(Cc4ccco4)C(=O)C13)O2 (stereo not drawn)
  98	97	95	97	98	92	1	5
Cc1ccc(N(C(C)C(=O)Nc2ccc3c(c2)OCO3)S(C)(=O)=O)cc1 (stereo not drawn)
  93	97	96	96	109	92	1	9
CCN1CCN(C(=O)C2CCC(=O)N(CCCN3CCCC3=O)C2)CC1 (stereo not drawn)
  116	111	114	111	126	113	4	2
CN(C)S(=O)(=O)c1cccc(NC(=O)COC(=O)[C@H](Cc2ccccc2)NC(=O)c2ccco2)c1
  94	91	96	87	108	96	2	8
O=C(Nc1ccc(N2CCOCC2)c(F)c1)c1ccncc1
  98	94	97	100	92	93	1	-1
CCc1nnc2sc(-c3cc(-c4ccccc4)nc4ccccc34)nn12
  101	95	80	83	121	91	0	-2
Cc1ccc(N=CC2=C(O)CC(c3ccc(Cl)cc3)CC2=O)cc1 (stereo not drawn)
  92	97	94	102	91	105	0	-2

Other records follow.
Values run as follows: LAP4-GFP MLPCN	MEP2-GFP yeast	AGP1 TOR yeast	CIT2 TOR yeast	Yeast superoxide	RPL19A-GFP yeast	GRK2 aptamer HTS	VLA-4 inh
CC1CN(C(=O)N(C)C)CCN1C(=O)N(C)C (stereo not drawn)
  100	105	98	105	96	98	0	10
Cc1cccc(NC(=O)CSCC(=O)N2CCN(Cc3ccc4c(c3)OCO4)CC2)c1
  96	90	102	89	98	89	0	-22
O=C1CC(NS(=O)(=O)c2ccc([N+](=O)[O-])cc2)CN1c1ccc(Cl)cc1 (stereo not drawn)
  100	101	107	101	111	104	2	0
CCC1Oc2ccc(C)cc2N(CC(=O)N2CCOCC2)C1=O (stereo not drawn)
  97	112	99	103	95	97	0	-6
O=C(COc1ccc(F)cc1)N(Cc1cccc(Br)c1)C1CCS(=O)(=O)C1 (stereo not drawn)
  120	104	112	106	83	102	0	-3
CCCCNC(=O)CS(=O)Cc1nc(-c2cccc(C)c2)oc1C (stereo not drawn)
  101	104	102	106	103	101	1	-15
CC(C)(C)c1ccc(NC(=O)C(=O)C2C(=O)Nc3ccccc32)cc1 (stereo not drawn)
  88	94	106	105	86	102	0	15
Cc1ccc(S(=O)(=O)NCCc2nnc3ccc(NCCCOC(C)C)nn23)cc1
  99	102	98	96	94	98	0	2
O=C(Nc1ccc(Oc2cccnc2)cc1)c1ccccc1Cl
  93	106	91	105	78	98	0	-8
O=C(O)c1ccccc1-c1ccccc1C(=O)NCc1cccc(C(F)(F)F)c1
  100	102	100	94	115	95	0	13
Cc1cc(C(=O)NCc2ccccc2)no1
  93	91	98	100	99	91	4	-11
CCOC(=O)C1CCN(C2CC(=O)N(c3ccc(OCC)cc3)C2=O)CC1 (stereo not drawn)
  111	110	100	101	97	103	0	-11
CCN(CC)CCN1C(=O)C(=O)/C(=C(/O)c2c(C)[nH]c(C(=O)OC)c2C)C1c1ccccc1 (stereo not drawn)
  114	103	100	101	100	100	3	12
Cc1ccc2c(c1)N(C(=O)CCC(=O)NCc1cccc(F)c1)CCO2
  115	97	107	111	105	104	2	-6
CCCCN(Cc1ccccc1)C(=O)C1CCC(=O)N(CCc2ccccn2)C1 (stereo not drawn)
  94	103	94	93	97	92	0	8

Whole records, looked up by structure. Order of values: LAP4-GFP MLPCN	MEP2-GFP yeast	AGP1 TOR yeast	CIT2 TOR yeast	Yeast superoxide	RPL19A-GFP yeast	GRK2 aptamer HTS	VLA-4 inh
`COc1cc(/C=N/NC(=O)c2ccc(CSc3nc4ccccc4[nH]3)cc2)cc(OC)c1OC` reads 102	105	96	97	93	98	0	18
`Cc1nc(C)c(C(=O)O)c(-c2ccsc2)c1C(=O)O` reads 114	94	115	117	61*	104	0	0

(more compounds)
Values run as follows: LAP4-GFP MLPCN	MEP2-GFP yeast	AGP1 TOR yeast	CIT2 TOR yeast	Yeast superoxide	RPL19A-GFP yeast	GRK2 aptamer HTS	VLA-4 inh
Cc1ccc2c(CC(=O)OC3CCOC3=O)coc2c1 (stereo not drawn)
  101	104	98	105	95	101	10	7
CCN(c1ccccc1)S(=O)(=O)c1ccc(Cl)c(C(=O)O)c1
  92	94	102	114	105	99	4	0
O=C(C1CC1)N1N=C(c2ccccc2)CC1(O)C(F)(F)C(F)(F)F (stereo not drawn)
  77	93	90	91	94	98	0	5
CCOC(=O)C1CCCN(C(=O)CCC(=O)Nc2ccc3nc(N4CCOCC4)cc(C)c3c2)C1 (stereo not drawn)
  105	103	104	115	97	106	0	-18
CCOC(=O)C1=C(COC(=O)c2cc(OC)c(OC)c(OC)c2)NC(=O)NC1C (stereo not drawn)
  99	92	103	97	98	95	5	2
O=C(O)c1ccc(CS(=O)(=O)c2c(Cl)cccc2Cl)o1
  93	100	102	115	87	108	19	16
CC(C)Nc1nc(-c2cccnc2)nc(-c2ccc(Cl)cc2)c1C#N
  106	110	91	91	105	103	0	-4
